Bioassay records: PubChem BioAssay, several laboratories
KLF5 inhibitor: KLF5 expression inhibitors, primary screen, DLD-1 cells, luminescence; inhibition, % at 5 µM; actives 0.23% (n = 290,000); AID 1700, 2009; DLD-1 KLF5 promoter-luciferase reporter;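 active = inhibition above a per-plate limit of that plate's mean compound inhibition plus 3 SD, cut at about 60% in these data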;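 note: 0% = DMSO wells and 100% = LY294002 at 200 µM; higher means less KLF5 promoter-driven luciferase light; inactives centre near -14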
GSK3beta inhib: human GSK3beta kinase inhibitors, primary screen, biochemical, cell-free homogeneous, HTS; Glycogen synthase kinase-3 beta (Homo sapiens), P49841; GST-GSK3beta kinase, ADP-Glo luminescence, 60 min; hits give low values; activity score (negative = inhibition), % at 10 µM; actives 0.038% (n = 300,000); AID 2097, 2009;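 active = more than half of replicate wells score below -50%, meaning over 50% inhibition versus plate controls; inconclusive = some replicates but at most half score below -50%; inactive = no replicate scores below -50%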;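 note: 0% = median DMSO wells and -100% = median GW8510 positive control wells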
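Assay system: GST-tagged human GSK3beta kinase, cell-free; Input: 1.6 ng GSK3beta; Medium: Tris/MgCl2 kinase buffer; Timing: 60 min enzyme reaction, room temperature; Signal: ADP-Glo luminescence quantifying ADP generated by kinase; Evaluation: score relative to plate controls; Benchmarks: DMSO neutral wells and GW8510 at 20 µM as positive.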
aSyn 5UTR inh: MLPCN primary screen, SNCA 5' untranslated region. AID 1813, 2009. alpha-synuclein 5'UTR reporter, inhibitor activity. actives 0.82% (n = 300,000). inhibition, % (tested at 7.5 µM); in the data active = inhibition above about 60%; inconclusive = no clear call, values can overlap the other calls;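 note: H4 neuroglioblastoma cells stably carrying SNCA 5'UTR luciferase fusion; 0% = DMSO wells and 100% = positive control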
HSF1 inh: HSF1 inhibitors in luciferase reporter cells, primary screen, cell-based, NIH3T3, luminescence; AID 2098, 2009; actives 0.77% (n = 300,000); activity change, negative = inhibition, % at 7.5 µM (by protocol); NIH3T3-HGL HSE-luciferase, MG132-induced, luminescence 8 h; hits give low values;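 active = more than half of replicate wells show activity change below -50%, luminescence cut by over half; inconclusive = some wells, but at most half, below -50%; inactive = no replicate well below -50%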;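 note: luciferase reports HSF-1 transcriptional activity via heat shock element; 0% = median of DMSO wells and -100% = zero luminescence signal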
GSK3 alpha inh: blockers of GSK3A enzyme activity – biochemical, luminescence, cell-free homogeneous, HTS, primary screen; GSK-3 alpha kinase, ADP-Glo luminescence, 60 min; inhibition, % at 10 µM; actives 0.1% (n = 320,000); AID 2650, 2010;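 in the data active = inhibition above about 50%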;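 note: GST-tagged GSK-3 alpha with peptide substrate and 25 µM ATP; 0% = DMSO neutral wells and 100% = GW8510 positive control wells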
Target sequence (P49840 whole entry, looked up): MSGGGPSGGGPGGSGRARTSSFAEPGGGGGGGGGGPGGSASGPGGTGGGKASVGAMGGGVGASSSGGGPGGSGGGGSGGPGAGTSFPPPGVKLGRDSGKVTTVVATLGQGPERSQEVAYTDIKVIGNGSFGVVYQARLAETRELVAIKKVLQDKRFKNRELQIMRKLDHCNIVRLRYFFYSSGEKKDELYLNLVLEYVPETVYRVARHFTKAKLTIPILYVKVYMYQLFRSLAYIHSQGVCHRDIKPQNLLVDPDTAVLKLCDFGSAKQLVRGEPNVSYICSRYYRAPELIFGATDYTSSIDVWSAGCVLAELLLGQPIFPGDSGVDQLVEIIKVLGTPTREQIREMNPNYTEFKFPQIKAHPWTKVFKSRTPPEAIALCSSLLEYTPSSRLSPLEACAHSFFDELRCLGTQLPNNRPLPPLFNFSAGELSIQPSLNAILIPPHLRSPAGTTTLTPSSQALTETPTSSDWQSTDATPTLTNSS
HIF activator: HIF pathway transcriptional activators, primary screen, cell-based, U2OS HRE-luciferase, luminescence; U2OS HRE-luciferase reporter; normalized: DMSO 0%, desferrioxamine 100%; activation, % at 7.5 µM (by protocol); actives 0.32% (n = 300,000); AID 1910, 2009;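 active = mean activation of at least 10% of the iron chelator positive control signal, with at least half of replicates also reaching 10%; inconclusive = mean and replicate majority disagree about reaching 10%; inactive = mean and most replicates under 10%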
IEC-6 cytotox: cytotoxicity in IEC-6 intestinal epithelial cells, primary screen, cytotoxicity control for KLF5 inhibitor project, cell-based, luminescence. actives 0.78% (n = 290,000). inhibition, % at 5 µM. IEC-6 cytotoxicity, luminescence viability; in the data active = inhibition above about 22%;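 note: 0% = plate median of test compound wells and 100% = cytotoxic reference compound wells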
AI-2 QS modul: Vibrio harveyi AI-2 quorum sensing modulators, primary screen, JMH597 strain, luminescence/OD600 ratio; Vibrio harveyi JMH597 AI-2 luminescence/OD600 ratio, 9 h; hits give low values; strain lacks LuxN and CqsS sensors; 0 = neutral-control median; activity change, % at 7.5 µM; actives 0.4% (n = 300,000); in the data active = activity change below about -75%, passing the limit was not always enough; inconclusive = no clear call, values can overlap the other calls;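 note: luminescence divided by OD600 gain over 9 h not by final OD600 alone; inactives centre near 13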
HSP90 inh: HSP90 inhibitors, primary screen, cell lysate, luminescence. inhibition, % at 5.6 µM. actives 0.91% (n = 290,000). AID 1789, 2009. Rabbit reticulocyte lysate, luciferase refolding luminescence, 3 h;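 active = inhibition above the screen-wide mean plus 3 SD, computed separately per campaign, cut at about 16% in these data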;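 note: 0% = DMSO wells and 100% = 60 µM geldanamycin wells; inhibitors lower the luminescence because luciferase stays unfolded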
HSF1 activator: HSF-1 activators, primary screen, NIH3T3-HGL cells, MG132 stress, luminescence, single point; NIH3T3-HGL HSF-1 luciferase reporter, 8 h; 100% = twice DMSO control signal; activation, % at 9 µM; actives 1.7% (n = 300,000);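 active = mean replicate activation of at least 50% with a set share of replicates each reaching 50%; inconclusive = only one of those two conditions met; inactive = mean below 50% and too few replicates reaching it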;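 note: 0% = median of the neutral control wells and 100% = twice that signal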
Numbers without * were called inactive; ? = inconclusive; . = no result given.

SMILES	KLF5 inhibitor	GSK3beta inhib	aSyn 5UTR inh	HSF1 inh	GSK3 alpha inh	HIF activator	IEC-6 cytotox	AI-2 QS modul	HSP90 inh	HSF1 activator
COc1cc2nc(CN3CCOCC3)n(CC(=O)NCC(F)(F)F)c(=O)c2cc1OC	10	-1	3	5	-3	-0.1	3	21	2	8
COCCN(C(=O)c1cccc(-n2cnnn2)c1)c1c(N)n(CC(C)C)c(=O)[nH]c1=O	.	2	4	-4	1	-0.2	.	6	.	6
CCc1nnc(NC(=O)[C@@H]2CCCN2S(=O)(=O)c2ccc3c(c2)OCCO3)s1	-8	0	12	6	.	-0.1	4	21	2	0
COc1ccc(CN2CCC(Oc3ccc(C(=O)N4CCCC4)cc3)CC2)c(F)c1	-2	1	10	-7	-1	-0.6	-6	33	-2	-8
COc1ccc(C(=O)Nc2ccccc2C(=O)NC(C(=O)NCc2ccco2)C(C)C)cc1 (stereo unspecified)	-12	-2	-2	-2	-1	0.3	4	12	6	7
COc1cccc(NC(=S)NCc2ccc(F)cc2)c1	-7	-4	-38	24	.	-10	7	-44	6	40
COc1cc2c(cc1OC)C(Cc1ccc(O)cc1)N(C)CC2 (stereo unspecified)	-12	0	-7	3	0	-1.2	4	1	2	11
O=S(=O)(c1ccccc1)n1nc(-c2ccccc2)nc1NCc1ccco1	-56	6	-65	3	1	0.9	3	26	4	16
COc1ccc(S(=O)(=O)NN=C2CCCC2)cc1	-16	4	23	-8	4	0.0	-8	31	-4	3
CC(=O)c1ccc(N2C(=O)[C@@H]3[C@H](C2=O)[C@H]2c4ccccc4C=NN2[C@@H]3C(C)=O)cc1	-58	-5	-32	-7	4	0.0	8	6	-4	0
COc1ccc(-c2nn(CCC(=O)O)cc2/C=N/NC(N)=S)cc1	-21	2	16	8	0	-0.2	2	1	1	22
Cc1cc(C)cc(N2C(=O)c3nccnc3C2=O)c1	-10	2	2	-2	-4	-0.2	7	38	-5	1
Cc1cccc(C)c1NCC(=O)N1CCN(Cc2ccccc2)CC1	2	1	-2	0	2	-1.2	4	23	-3	-8
COC(=O)c1nnn(-c2nonc2N)c1CSCCO	15	-74*	6	-1	67*	0.0	-11	10	3	16
CC(C)c1ccc(NC(=O)C(c2ccc3c(c2)OCO3)N2CCC3(CC2)OCCO3)cc1 (stereo unspecified)	17	-2	-3	1	3	0.7	9	-4	1	-19
Cc1ccc(N2CCN(C(=O)c3ccccc3F)CC2)c(C)c1	-25	2	-2	15	-3	-0.2	0	-2	-1	1
COc1ccc(C(=O)N/C(=C\c2cn(S(=O)(=O)N(C)C)c3ccccc23)C(=O)N2CCN(C)CC2)cc1	-42	-1	16	-6	-3	0.6	1	-5	-1	4
C/C(=N\NC(=O)c1c(Cl)c(C)nn1C)c1cccc(NC(=O)C2CCCC2)c1	-48	2	-42	7	0	-0.3	3	-2	-5	-8
CC(=O)Nc1ccc(S(=O)(=O)NCC2CCC(C(=O)NCCCN3CCCC3=O)CC2)cc1 (stereo unspecified)	17	2	-6	5	.	0.1	-1	30	-3	-3
COc1cc2cc(CN(C(=O)Nc3ccccc3)C3CCCC3)c(=O)[nH]c2cc1OC	-6	1	12	1	1	0.0	-4	17	0	-7
CCCc1ccc(S(=O)(=O)N(C)S(=O)(=O)c2ccc(F)cc2)cc1	4	-2	-1	-10	-2	-0.6	-2	?	5	-10
Cc1ccc(S(=O)(=O)N(CC(O)CN2CCCCC2)c2cccc([N+](=O)[O-])c2)cc1 (stereo unspecified)	-10	-1	8	0	0	-0.2	-5	8	-2	12
O=C(CCC1CCCC1)Nc1ccc([N+](=O)[O-])cn1	-30	-1	-46	14	4	2.1	1	29	-3	10
